# Assay outcomes as filed in PubChem BioAssay.
# Wee1 degr inh = Wee1 degradation inhibitors, primary screen, cell-based, HeLa, Wee1K328M-luciferase, luminescence; hit rate 1.2% among 220,000; reporter increase, % at 5 µM; HeLa Luc-Wee1K328M stability; 100% = proteasome inhibitor MG132 effect; AID 1321, 2008; Wee1-like protein kinase (Homo sapiens), P30291;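 active = activation above the mean of all tested compounds plus 3 SD, set per screening run, cut at about 8.8% in these data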;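 also: cells exposed to compound for 20 h before luminescence read; 0% = DMSO alone and 100% = MG132 at 30 µM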
# Target sequence (P30291 whole entry K328M): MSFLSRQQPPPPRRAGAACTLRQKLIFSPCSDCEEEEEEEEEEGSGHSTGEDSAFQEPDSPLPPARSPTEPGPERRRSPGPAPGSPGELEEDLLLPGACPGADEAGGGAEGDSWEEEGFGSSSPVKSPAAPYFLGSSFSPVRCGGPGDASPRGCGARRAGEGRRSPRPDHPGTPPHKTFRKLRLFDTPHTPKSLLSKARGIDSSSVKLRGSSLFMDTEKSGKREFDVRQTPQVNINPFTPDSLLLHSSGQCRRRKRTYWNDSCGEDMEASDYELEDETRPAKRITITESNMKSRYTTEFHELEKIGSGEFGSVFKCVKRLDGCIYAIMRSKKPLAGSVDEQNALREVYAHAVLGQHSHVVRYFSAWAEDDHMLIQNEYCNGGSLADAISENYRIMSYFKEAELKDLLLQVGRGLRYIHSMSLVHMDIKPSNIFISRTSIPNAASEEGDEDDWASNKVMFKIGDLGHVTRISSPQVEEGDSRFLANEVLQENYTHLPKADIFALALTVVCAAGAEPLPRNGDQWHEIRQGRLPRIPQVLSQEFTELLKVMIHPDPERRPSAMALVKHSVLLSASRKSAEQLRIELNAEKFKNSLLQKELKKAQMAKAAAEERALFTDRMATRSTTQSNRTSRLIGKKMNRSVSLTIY
# Thrombin inh = human alpha-thrombin inhibitors, primary screen, counter-screen for coagulation protease inhibitor project, biochemical, 1536-well, fluorogenic AMC substrate; Prothrombin (Homo sapiens), P00734; Boc-VPR-AMC fluorogenic substrate cleavage; inhibition, % at 5 µM; hit rate 0.26% among 220,000; AID 1046, 2008;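 active = inhibition at or above 40%; inactive = inhibition below 40%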;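 also: 0% = enzyme with no compound and 100% = wells without enzyme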
#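 Test system: human alpha-thrombin protein / Dosing: one concentration per compound, 5 µM, with 0.2% DMSO / Medium: pH 7.5 Tris-saline with Tween 20 / Benchmarks: no-compound enzyme wells and no-enzyme blanks / Read-out basis: percent inhibition of thrombin substrate cleavage / Timing: reaction at room temperature / Measured by: fluorescence, ex 355 nm, em 460 nm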
# Hck-Nef inh = inhibitors of Nef-activated human Hck kinase, primary screen, biochemical, Z-Lyte FRET, 384-well, Hck-YEEI; AID 463187, 2010; hit rate 0.68% among 220,000; Recombinant Hck-YEEI plus Nef, Z-Lyte FRET kinase assay; inhibition, % at 20 µM;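 active = Hck-Nef kinase inhibition above about 50%, limit read from the data; inactive = inhibition below that limit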;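 also: 0% = DMSO with Hck plus Nef and 100% = Hck alone without Nef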
# KLK5 inh = human KLK5 protease inhibitors, primary screen, biochemical, 1536-well | Kallikrein-5 (Homo sapiens), Q9Y337 | recombinant hK5, fluorogenic AMC substrate cleavage | inhibition, % at 5 µM | hit rate 0.59% among 210,000 | AID 873, 2007;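 active = inhibition of 40% or more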;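 also: 0% = enzyme controls without compound and 100% = no-enzyme blanks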
# Target sequence (Q9Y337 67-293 limits assumed): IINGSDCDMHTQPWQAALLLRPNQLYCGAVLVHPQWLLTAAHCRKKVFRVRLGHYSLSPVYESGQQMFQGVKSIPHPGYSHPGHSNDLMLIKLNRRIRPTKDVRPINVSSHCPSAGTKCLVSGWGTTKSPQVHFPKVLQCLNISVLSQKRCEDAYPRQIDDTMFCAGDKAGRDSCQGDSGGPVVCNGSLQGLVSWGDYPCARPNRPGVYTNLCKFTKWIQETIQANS
# 14-3-3 Bad inh = inhibitors of 14-3-3 zeta/Bad binding, primary screen, biochemical, TR-FRET, bovine 14-3-3 zeta; 14-3-3 protein zeta/delta (Bos taurus), P63103; TR-FRET 14-3-3zeta/Dy647-pBad peptide displacement, 1 h; inhibition, % at 21.7 µM; hit rate 0.71% among 220,000; AID 781, 2007;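 active = inhibition above about 70%, limit read from the data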;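 also: 0% = full 14-3-3 plus peptide FRET controls and 100% = background without 14-3-3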
# FXIIa inh 1536 = human FXIIa protease inhibitors, primary screen, biochemical, 1536-well; purified FXIIa, Boc-QGR-AMC fluorogenic substrate, 2 h; inhibition, % at 5 µM; hit rate 0.3% among 220,000; in the data active = inhibition above about 40%;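 also: 0% = enzyme with no compound and 100% = blank without enzyme; many of its hits are not listed in these tables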
# Runt-SMMHC FRET = inhibitors of RUNX1 Runt–CBFb-SMMHC binding, primary screen, biochemical, FRET, Cerulean-Runt, Venus-CBFb-SMMHC, uHTS; Runt-related transcription factor 1 (Homo sapiens) + Core-binding factor subunit beta …; Cerulean-Runt/Venus-CBFb-SMMHC FRET ratio 530/480, 1 h; inhibition, % at 20 µM; hit rate 0.74% among 220,000;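 active = mean inhibition across duplicate retests at 20 µM reaching about 50%, limit read from the data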;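 also: 0% = DMSO wells and 100% = wells with excess untagged CBFb-SMMHC; inhibitors lower the FRET ratio by blocking Runt binding to CBFb-SMMHC; some results filed as inactive read as strong as hits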
# FXIa inh = human FXIa protease inhibitors, primary screen, biochemical, 1536-well. Coagulation factor XI (Homo sapiens), P03951. purified FXIa, Boc-Glu-Ala-Arg-AMC fluorogenic substrate. inhibition, % at 5 µM. hit rate 0.14% among 220,000;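 active = inhibition of at least 40%; inactive = inhibition below 40%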;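 also: fluorescence of freed AMC excited at 355 nm; 0% = enzyme without compound and 100% = no enzyme blank; many of its hits are not listed in these tables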
# Runt-CBFb FRET = inhibitors of RUNX1 Runt–CBFb binding, primary screen, biochemical, FRET, Cerulean-Runt, Venus-CBFb, uHTS; Runt-related transcription factor 1 (Homo sapiens) + Core-binding factor subunit beta …; Cerulean-Runt/Venus-CBFb FRET ratio 530/480, 1 h; inhibition, % at 20 µM; hit rate 0.46% among 220,000;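 active = inhibition over about 50% at 20 µM in the single-dose screen, limit read from the data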;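 also: 0% = DMSO wells and 100% = excess unlabeled CBFb competitor control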
#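 Reagent – Venus-CBFb binding partner, 100 nM · Assay system – Cerulean-tagged RUNX1 Runt domain (FRET donor) fusion protein · Input – 100 nM per protein · Incubation – two 1 h room-temperature incubations shielded from light · Measured by – FRET fluorescence · Medium – Tris buffer pH 7.5 with salts and BSA · Benchmarks – unlabeled CBFb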
# * hit, by the source's call; nt = no result given; [ ] = dose if it differs, or a comment.
1	CCn1c(C)c(C(C)=O)c(N2CCN(c3ccccc3)CC2)nc1=S
2	O=C(Nc1ccccc1-c1nnc(SCc2ccc(Cl)cc2Cl)o1)c1ccccc1
3	CCc1nn(C)c2c(=O)c(=O)c2n(C)[nH]1
4	CC(NC(=O)c1cccs1)C(c1cccs1)N1CCOCC1 (stereo not drawn)
5	CC(C)S(=O)(=O)c1csc(NC(=O)Nc2cc(Cl)ccc2Cl)c1Cl
6	CCCC(CCC(=O)NC1CCCCC1)C(=O)O (stereo not drawn)
7	CC(=O)Nc1ccc(NC(=O)CCC(=O)OCC(=O)c2ccc(C)c([N+](=O)[O-])c2)cc1
8	O=C(CCc1nc(-c2ccccc2)c(-c2ccccc2)o1)OCc1ccc(Br)cc1
Screen / compound no.	1	2	3	4	5	6	7	8
Wee1 degr inh	-1	-1	0	-1	-1	-2	-3	-2
Thrombin inh	1	2	-4	1	-8	-3	-3	-3
Hck-Nef inh	2	3	5	-3	4	7	7	16
KLK5 inh	-12	-17	1	-8	-1	1	nt	-1
14-3-3 Bad inh	-7	-7	-2	-8	-3	3[fluorescence artefact?]	1	-2
FXIIa inh 1536	10	7	9	11	8	4	2	9
Runt-SMMHC FRET	11	1	1	-5	1	9	-1	-4
FXIa inh	4	7	0	3	-18	-7	-1	-1
Runt-CBFb FRET	-62	2	-1	-3	2	-1	-1	-1

9	O=C(NCc1ccccc1)C1CC2CCCC(C1)C2=O (stereo not drawn)
10	CN(C)/C=C(/C(=O)c1ccc(Cl)cc1Cl)S(=O)(=O)c1ccccc1
11	O=C(Nc1ccccc1)OC(CN1CCCCC1)C(F)(F)F (stereo not drawn)
12	CC(C)OP(=O)(OC(C)C)C(O)c1ccc(N(C)C)cc1 (stereo not drawn)
13	CC(C)(C)c1ccc(NC(=S)NCCc2ccccn2)cc1
14	Cc1cc(=O)[nH]c(SCC2COC3(CCCCC3)O2)n1 (stereo not drawn)
15	O=C(Nc1cc(C(F)(F)F)ccc1Cl)c1cc2nc3c(c(C(F)(F)F)n2n1)CCCC3
16	Cc1cc(C)nc(N(C#N)Cc2ccc(Br)cc2)n1
Screen / compound no.	9	10	11	12	13	14	15	16
Wee1 degr inh	5	9.6*	-2	1	4	-1	0	4
Thrombin inh	2	-4	-5	-7	1	-7	-3	1
Hck-Nef inh	-5	-1	-1	8	14	0	-13	5
KLK5 inh	8	0	-11	0	-2	3	-9	8
14-3-3 Bad inh	5	-10	-3	1	25	5[fluorescence artefact?]	-11	-3
FXIIa inh 1536	16	-1	7	7	4	-13	4	12
Runt-SMMHC FRET	1	1	2	-2	-4	-4	-6	0
FXIa inh	4	5	-4	-3	1	-4	-9	8
Runt-CBFb FRET	0	2	-2	3	-3	2	0	-1

17	O=C(Nc1cccc(C(F)(F)F)c1)c1n[nH]c(Cn2cncn2)n1
18	O=C(NCCCCc1ccccc1)C1CC(c2cccc([N+](=O)[O-])c2)=NO1 (stereo not drawn)
19	CC(C)(C)c1ccc(/C=C/C(=O)Nc2nncs2)cc1
20	O=C(Cn1cnc2ccccc2c1=O)N/N=C/c1ccc(Br)cc1
21	Cc1ccc(NC(=S)N2CCSC2c2cccs2)cc1 (stereo not drawn)
22	Cc1ccc(C(=O)Nc2nccs2)cc1S(=O)(=O)N1CCCCC1
23	Cc1ccc(/C=N/NC(=O)c2cc(C3CC3)nc3ccccc23)o1
24	CC(C)(C)C(=O)Nc1cccc(C(=O)c2cccc(NC(=O)C(C)(C)C)c2)c1
Screen / compound no.	17	18	19	20	21	22	23	24
Wee1 degr inh	-3	7	-1	-2	-3	-1	0	0
Thrombin inh	6	-6	3	-11	2	3	15	1
Hck-Nef inh	0	2	4	22	12	1	1	-18
KLK5 inh	0	nt	-4	2	-1	15	-5	-3
14-3-3 Bad inh	-3	-3[fluorescence artefact?]	6	2	-4	11	10	9
FXIIa inh 1536	21	-8	12	7	-2	15	6	6
Runt-SMMHC FRET	0	1	-4	-1	3	2	-6	1
FXIa inh	3	-9	6	1	-3	0	2	-6
Runt-CBFb FRET	1	-2	-3	-2	2	6	-2	-1

25	Cc1cc(C)cc(N2C(=O)CC(N3CCOCC3)C2=O)c1 (stereo not drawn)
26	CCOCCCNC(=O)C(c1ccccc1)N(Cc1cccs1)C(=O)c1ccccc1O (stereo not drawn)
27	COc1ccc(CCN2C(=S)N(C)C(=O)C2CC(=O)Nc2ccc(OC)cc2)cc1 (stereo not drawn)
28	CC(Sc1ccsc1[N+](=O)[O-])C(=O)NCc1ccco1 (stereo not drawn)
29	CC(=O)Nc1ccc(S(=O)(=O)NNC(=O)c2cccc3ccccc23)cc1
30	CCOC(=O)N1CCC(NC(=O)c2ccc(N3CCC4(CC3)OCCO4)c([N+](=O)[O-])c2)CC1
31	COc1ccc(CC(=O)Nc2ccc(-c3noc(-c4ccccc4OC)n3)cc2)cc1
32	CCC(CC)C(=O)Nc1cccc(SC)c1
Screen / compound no.	25	26	27	28	29	30	31	32
Wee1 degr inh	0	0	3	8	-1	2	-3	-3
Thrombin inh	7	-2	2	1	2	-4	-3	-9
Hck-Nef inh	1	4	21	11	17	23	-2	19
KLK5 inh	5	nt	-2	-2	-27	3	-18	0
14-3-3 Bad inh	-4	4	-1	-5	-13	-3	15	14
FXIIa inh 1536	20	4	5	1	11	12	21	3
Runt-SMMHC FRET	-1	2	-1	1	-2	2	-5	-1
FXIa inh	9	-2	-7	6	-10	2	10	-3
Runt-CBFb FRET	2	-1	-1	4	2	-5	2	1

33	CCOC(=O)C1NN=C(C(=O)c2ccccc2)C1c1ccc(OC)cc1 (stereo not drawn)
34	CCOC(=O)c1c(-c2ccccc2)csc1NC(=O)c1nn(CC)cc1Br
35	COC(=O)c1ccc(NC(=S)NC(=O)c2c(Cl)cnn2C)cc1
36	O=C(O)c1ccc2cccc(O)c2n1
37	Cn1c(NC(=O)c2ccco2)c(-c2ccccc2)c(=O)c2ccccc21
38	CCO/N=C(\C)c1c(O)c(CC)c(-c2ccccc2)n(-c2ccccc2)c1=O
39	Cc1ccc(NC(=O)CSc2nc3[nH]ncc3c(=O)[nH]2)cc1
40	O=C(Cn1c(=O)oc2cc(S(=O)(=O)N3CCCC3)ccc21)Nc1ccccc1Br
Screen / compound no.	33	34	35	36	37	38	39	40
Wee1 degr inh	-2	1	-3	-1	0	5	-1	-1
Thrombin inh	-12	-3	-3	-7	5	-1	-5	-2
Hck-Nef inh	20	-9	2	35	2	1	8	20
KLK5 inh	2	2	-5	-25	-10	-20	12	-4
14-3-3 Bad inh	-16	0	-12	-15	-9	-1	-5	-1
FXIIa inh 1536	7	7	7	1	20	18	9	7
Runt-SMMHC FRET	-1	0	-1	-1	-3	7	-6	0
FXIa inh	-2	-2	6	0	9	6	0	-3
Runt-CBFb FRET	nt	1	-3	4	-1	-2	0	1

# Six records picked at random from the list so far, as already listed:
35	COC(=O)c1ccc(NC(=S)NC(=O)c2c(Cl)cnn2C)cc1
38	CCO/N=C(\C)c1c(O)c(CC)c(-c2ccccc2)n(-c2ccccc2)c1=O
33	CCOC(=O)C1NN=C(C(=O)c2ccccc2)C1c1ccc(OC)cc1 (stereo not drawn)
37	Cn1c(NC(=O)c2ccco2)c(-c2ccccc2)c(=O)c2ccccc21
34	CCOC(=O)c1c(-c2ccccc2)csc1NC(=O)c1nn(CC)cc1Br
40	O=C(Cn1c(=O)oc2cc(S(=O)(=O)N3CCCC3)ccc21)Nc1ccccc1Br
Screen / compound no.	35	38	33	37	34	40
Wee1 degr inh	-3	5	-2	0	1	-1
Thrombin inh	-3	-1	-12	5	-3	-2
Hck-Nef inh	2	1	20	2	-9	20
KLK5 inh	-5	-20	2	-10	2	-4
14-3-3 Bad inh	-12	-1	-16	-9	0	-1
FXIIa inh 1536	7	18	7	20	7	7
Runt-SMMHC FRET	-1	7	-1	-3	0	0
FXIa inh	6	6	-2	9	-2	-3
Runt-CBFb FRET	-3	-2	nt	-1	1	1

# Continued:
41	CCCC(=O)c1ccc(N2CCCCC2)c(F)c1
42	COc1ccc(-c2ccccc2)cc1NCc1ccccc1C
43	COc1ccc(C)cc1NC(=O)CN(Cc1nnc(-c2ccc(Cl)cc2)o1)C1CCCC1
44	Cc1cccc(-n2nnnc2SCC(=O)c2cc(C)n(Cc3ccco3)c2C)c1
45	CC1(C)NC(=O)N(CCOCCOc2ccccc2)C1=O
46	CCc1nnc(NC(=O)OCc2ccccc2)s1
47	O=C(NC1CCCC1)C(c1cc2c(cc1[N+](=O)[O-])OCO2)N1CCCC1 (stereo not drawn)
48	Cc1ccc(C)c(C2=CSC3=NCCN23)c1
Screen / compound no.	41	42	43	44	45	46	47	48
Wee1 degr inh	-1	0	-3	1	3	1	-1	-3
Thrombin inh	6	-3	-8	-9	3	1	0	12
Hck-Nef inh	-6	4	1	9	2	5	8	3
KLK5 inh	-4	10	1	-22	0	4	7	80*
14-3-3 Bad inh	-13	30[fluorescence artefact?]	9	39[fluorescence artefact?]	nt	-6	-2	5
FXIIa inh 1536	6	15	-5	13	13	-4	11	18
Runt-SMMHC FRET	-1	-29	-3	0	1	5	3	2
FXIa inh	-1	32	-12	2	1	1	3	6
Runt-CBFb FRET	-1	3	-6	-2	-1	0	2	-3

49	O=C(Oc1ccc2cccc(OC(=O)N3CCOCC3)c2c1)N1CCOCC1
50	O=C(NCCN1CCOCC1)c1ccc(N2CCCC2)c([N+](=O)[O-])c1
51	COc1ccc(COCC(O)CN(Cc2ccco2)Cc2ccccc2O)cc1 (stereo not drawn)
52	CCOC(=O)c1sc(NC(=O)c2ccco2)nc1C
53	CCOC(=O)Cc1csc(NC(=O)CSc2nnc(-c3ccncc3)o2)n1
54	Cc1cc2c(OCC(O)CN3CCCCC3)cccc2[nH]1 (stereo not drawn)
Screen / compound no.	49	50	51	52	53	54
Wee1 degr inh	0	-5	0	nt	0	1
Thrombin inh	-4	-2	-9	-2	-2	-1
Hck-Nef inh	2	1	0	nt	27	16
KLK5 inh	-7	9	-1	-3	-7	-11
14-3-3 Bad inh	11	-4	3[fluorescence artefact?]	1	-5	-15
FXIIa inh 1536	6	10	9	11	4	3
Runt-SMMHC FRET	0	-8	0	2	2	-2
FXIa inh	-8	-3	-1	10	-4	-6
Runt-CBFb FRET	4	0	0	-6	-2	-1
